RXFP1 agonist = RXFP1 (human) receptor agonism. Q9HBX9. HEK293T-RXFP1 cAMP TR-FRET, 30 min; response scale: percent of porcine relaxin response, buffer zero. Potency, µM (titrated, usually from 57.5 µM), without a hit: top-dose activation, usual class: activators. 0.3% of 370,000 active. AID 2676; active = well fitted activation curve with a large enough effect; note: potency is the fitted concentration of half-maximal effect; % is set by controls: 0 for no effect and ±100 for the full control effect; nearly all actives have a fitted effect of over 60% in size; many of its hits are not listed in these tables
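cAMP rise read by TR-FRET after 30 min, 37C compound exposure (up to 58 uM) in RXFP1-transfected HEK293 cells with Ro 20174 present. EC50 from Hill-equation fits, with 29 nM porcine relaxin as 100% and buffer as basal.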
D2 potentiator = D2 dopamine receptor (human) potentiation; HEK293 T-REx D2, calcium flux, EC20 dopamine potentiation; potentiation, % at 10 µM; 0.34% of 340,000 active; AID 485347;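 active = potentiation over 3 SD above the plate norm, cut at about 30% in these data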; note: 0% is about no effect
Target sequence (P14416 whole entry, looked up): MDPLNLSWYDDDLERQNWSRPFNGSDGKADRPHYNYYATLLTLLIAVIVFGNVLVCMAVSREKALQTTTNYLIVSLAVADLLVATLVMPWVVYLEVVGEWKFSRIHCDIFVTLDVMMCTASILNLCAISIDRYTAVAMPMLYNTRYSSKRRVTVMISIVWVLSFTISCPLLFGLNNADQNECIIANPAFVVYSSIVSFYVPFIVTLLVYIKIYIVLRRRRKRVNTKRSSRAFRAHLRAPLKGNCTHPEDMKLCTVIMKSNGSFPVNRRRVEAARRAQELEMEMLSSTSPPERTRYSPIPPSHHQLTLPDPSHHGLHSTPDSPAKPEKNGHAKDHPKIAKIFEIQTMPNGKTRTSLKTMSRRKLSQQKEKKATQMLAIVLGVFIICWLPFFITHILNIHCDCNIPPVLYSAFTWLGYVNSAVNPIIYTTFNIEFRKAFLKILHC
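Cells plated with tetracycline inducer and held overnight at 30 C; calcium dye loaded 30–90 min at room temperature; baseline taken, compound added and read 180 s; EC20 dopamine then added and read 180 s.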
D1 potentiator = potentiators of human D1 dopamine receptor. potentiation, % at 10 µM. HEK293 TREx D1 cells, calcium flux, dopamine EC20 potentiation. P21728. 0.036% of 360,000 active. AID 504651; in the data active = potentiation above about 30%; note: 0% is about no effect
Target sequence (P21728 whole entry, looked up): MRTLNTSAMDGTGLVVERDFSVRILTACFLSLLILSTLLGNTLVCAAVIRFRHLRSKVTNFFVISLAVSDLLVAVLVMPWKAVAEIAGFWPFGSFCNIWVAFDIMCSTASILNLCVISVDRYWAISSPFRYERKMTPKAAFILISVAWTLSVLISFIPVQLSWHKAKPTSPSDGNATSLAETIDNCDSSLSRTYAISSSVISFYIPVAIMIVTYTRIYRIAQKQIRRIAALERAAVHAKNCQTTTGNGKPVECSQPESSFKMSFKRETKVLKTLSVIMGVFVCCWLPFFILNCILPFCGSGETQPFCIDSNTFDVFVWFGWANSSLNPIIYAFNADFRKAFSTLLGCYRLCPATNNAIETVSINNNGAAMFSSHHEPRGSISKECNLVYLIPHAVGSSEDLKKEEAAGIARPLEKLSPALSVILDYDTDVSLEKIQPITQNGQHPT
RXFP1 antag = blocks the human relaxin receptor RXFP1; Q9HBX9; HEK293-RXFP1, relaxin-stimulated cAMP HTRF, 30 min; active compounds read low; AID 1259400; 0.59% of 350,000 active; activity change, negative = inhibition, % at 57.5 µM;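 active = activity change of -60% or lower, but not beyond a set lower limit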; note: % is set by controls: 0 for no effect and ±100 for the full control effect
D1 antagonist = blocks dopamine activation of the human D1 receptor; 3.2% of 360,000 active; HEK293 TREx D1 cells, calcium flux, dopamine EC80; active compounds read low; AID 504652; activity change, negative = inhibition, % at 10 µM; in the data active = activity change below about -30%; note: % is set by controls: 0 for no effect and ±100 for the full control effect
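Antagonism measured as reduced calcium response to an EC80 dopamine addition following 180 s compound pre-read; cells were inducible HEK293 Trex D1 plated overnight at 30 C, read kinetically at 1 cycle/sec.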
D2 agonist = D2 dopamine receptor (human) agonism | P14416 | HEK293 T-REx D2 cells, calcium flux agonist mode | activation, % at 2 µM | 0.53% of 340,000 active | AID 485358;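 active = activation over 3 SD above normal in the single-dose calcium agonist read, cut at about 30% in these data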; note: 0% is about no effect
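Agonism scored from kinetic calcium signal (1 read/sec, 180 s) following compound pin transfer, after a 10 s baseline. Cells: HEK293 Trex line expressing inducible D2 receptor coupled to calcium, dye-loaded after overnight culture at 30 C.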
D2 antagonist = antagonizes the human D2 dopamine receptor; P14416; HEK293 TREx D2 cells, calcium flux, dopamine EC80; inhibition, % at 10 µM; 2% of 340,000 active; in the data active = inhibition above about 30%; note: 0% is about no effect
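Read-out: kinetic calcium fluorescence (1 cycle/s) in inducible HEK293 T-REx D2 cells after an EC80 dopamine addition that followed 180 s compound preincubation. Loss of the dopamine response indicates antagonism.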
TRHR enhancer = allosterically enhances the human TRH receptor. P34981. TRHR cells, fluo-8 calcium fluorescence, EC20 TRH enhancement. enhancement, % at 2 µM. 0.66% of 360,000 active. AID 493056; in the data active = enhancement above about 30%; note: 0% is about no effect
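TRHR-expressing cells loaded with fluo-8 calcium dye were read kinetically (ex 480/em 530) during compound addition, then stimulated with an EC20 of TRH (10 nM final). Enhancement of the Gq-mediated intracellular calcium response was scored.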
D1 agonist = activates the human D1 dopamine receptor | 1% of 360,000 active | activation, % at 2 µM | P21728 | HEK293 T-REx D1 cells, calcium flux, agonist mode | AID 504660; in the data active = activation above about 30%; note: 0% is about no effect
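Agonism was scored from calcium flux recorded over 180 s (1 read/s) after pintool compound addition, following a 10-cycle baseline. Cells were inducible force-coupled HEK293 TREx D1, plated overnight at 30 C and loaded with no-wash calcium dye.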
The depositor's hits bear a star; nt = not tested or not shown; & = joins results of further samples; ! = a repeat was not active.

compound	RXFP1 agonist	D2 potentiator	D1 potentiator	RXFP1 antag	D1 antagonist	D2 agonist	D2 antagonist	TRHR enhancer	D1 agonist
CC(C)(C)C(=O)Nc1cccc(C(=O)Nc2cc(C(=O)O)cc(C(=O)O)c2)c1	3.3%	2.7	-7.8	-3.2	-17.9	0.5	-3.0	-0.9	3.5
Cc1ccc(S(=O)(=O)Nc2ccccc2C(=O)N2CCCCCC2)cc1	-0.5%	-5.3	0.9	-4.9	2.3	0.3	-4.5	0.7	3.1
CCN(CC)c1nc(C#N)nc(N(CC)CC)n1	0.2%	5.9	2.7	-38.4	-1.9	0.0	-1.7	-3.1	2.1
Cc1ccccc1C(=O)Nc1nc(SCc2ccc(Cl)cc2)n[nH]1	-0.9%	0.3	0.1	-20.2	-5.8	0.9	-0.1	4.8	2.4
COCCNC(=O)Nc1cc(C(=O)NCc2ccc(C(C)C)cc2)ccc1N1CCCC1	5.1%	2.7	0.2	-20.0	12.5	-1.3	nt	6.8	0.5
COc1cc(OC)cc(C(=O)Nc2nc3ccccc3[nH]2)c1	0.6%	nt	-0.9	-18.5	nt	nt	nt	3.4	-0.2
CCN1C(=NCC(C)C)N[C@@H](c2cccc(F)c2)C(C(=O)OC)=C1C	0.0%&0.9%	-10.9	-2.0&-1.4	nt	-33.2*!	-0.2	-4.4	-12.1&-2.9	5.5&0.6
CCc1nnc(NC(=O)CSc2nnc(CNC(=O)c3ccccc3F)n2C)s1	0.4%	nt	15.0	-5.8	9.7	1.4	4.9	-0.5	0.8
O=C1c2ccccc2NC(c2cccc(O)c2)N1c1ccccc1 (configuration not stated)	5.1%	9.1	0.1	3.4	-3.7	-3.1	4.2	1.7	0.1
CCC(C)NC(=O)C1CCN(S(=O)(=O)c2cccs2)CC1 (configuration not stated)	2.3%	11.9	-0.8	2.3	nt	0.0	-1.0	11.2	0.2
O=[N+]([O-])c1ccc(COc2ccc(CNc3ccccc3)cc2)cc1	3.2%	-12.3	-8.4	-5.3	7.8	-0.4	-0.8	-12.7	2.5
Cc1ccc(-c2csc(NC(=O)C3=NN(c4ccccc4)C(=O)CC3)n2)cc1	-0.5%	4.0	-9.2	-36.9	-23.4	0.9	4.7	-12.2	2.3
COC(=O)c1c(NC(=O)CN2CCC(C)CC2)c2c(C)cccc2n1C	1.2%	-8.3	-3.6	nt	-3.2	1.0	-1.3	-6.3	1.1
Cc1cccc(C=Nc2ccc3c4c(cccc24)CC3)c1O	1.1%	-11.2	1.7	-2.8	2.1	8.7	-8.2	0.2	5.3
COC(=O)c1ccc(CNC(=O)CSC2=NCCS2)cc1	5.1%	-0.8	-5.8	2.7	8.4	0.9	-14.8	-8.6	0.4
CCCCN(C(=O)c1ccc(C)o1)c1c(N)n(CCCC)c(=O)[nH]c1=O	0.0%	1.1	-5.1	-7.6	4.7	-0.3	11.4	1.7	2.4
CCCCC(=O)NC(=S)Nc1cccc(Cl)c1N1CCCCC1	0.4%	0.4	-0.6	nt	57.2	4.5	4.3	6.2	5.4
COc1ccc2c(c1)CC(NC(=O)Nc1cc(Cl)ccc1OC)CO2 (configuration not stated)	4.8%	nt	-3.9	-19.9	-11.6	-1.0	nt	-5.1	2.3
CC1CC(C)CN(C(=O)CN2C(=O)NC(c3ccccc3)(c3ccccc3)C2=O)C1 (configuration not stated)	0.4%	12.6	11.9	-2.4	22.2	0.4	-2.8	5.7	11.0
CC(C)Sc1sc(C(=O)O)c(-c2ccc(Cl)cc2)c1C#N	7.0%	nt	0.6	-3.9	-4.2	nt	nt	-0.4	2.1
COC(=O)c1ccc(C(=O)NC(=S)Nc2nc3c(s2)CC(C)CC3)cc1 (configuration not stated)	-1.1%	-1.9	1.2	15.7	-5.3	-0.2	0.9	-5.5	2.8
COc1ccc(N/N=C(/C)c2cnnc(-c3ccccc3)n2)cc1	1.6%	10.7	-5.3	-1.0	4.2	0.2	-3.4	1.6	3.6
COc1ccc(C(=O)N(Cc2cc(OC)c(OC)c(OC)c2)CC2CCCO2)cc1 (configuration not stated)	0.7%	-2.7	2.8	-0.2	0.4	1.0	nt	-4.3	-0.9
O=C(NCc1nc2ncc(Br)cc2[nH]1)c1ccccc1	0.5%	4.4	-0.9	-2.2	-6.5	-0.2	20.3	8.3	1.2
O=C(Nc1cccc2ncccc12)c1cccc(F)c1	-1.6%	-11.3	10.4	-6.5	-3.1	0.1	-1.5	4.8	2.5
CNS(=O)(=O)c1ccc(NC(=O)c2cc(-c3ccncc3)nc3ccc(Cl)cc23)cc1	-0.1%	4.4	0.5	-2.6	-10.1	1.0	-13.2	0.0	3.6
O=C(Nc1cccc(-c2ccc(N3CCCCC3)nn2)c1)c1ccc(Br)o1	-0.5%	nt	-3.5	-30.0	-23.1	nt	nt	5.0	1.8
CCCCOC(=O)C1CCCC(C)N1 (configuration not stated)	0.6%	24.4	-7.4	10.6	9.5	1.2	-2.9	-0.6	2.9
CCOC(=O)N1CCN(C(=S)NC(=O)c2c(-c3c(Cl)cccc3Cl)noc2C)CC1	-0.4%	-1.0	12.8	16.5	-7.2	0.6	7.2	-3.2	1.3
O=S(=O)(/C=C/c1ccccc1)c1ccccc1	0.2%	-1.1	5.9	-0.8	4.6	0.8	17.3	3.9	1.2
CC(C)CNC(=O)c1ccccc1-c1ccccc1C(=O)O	1.6%	1.2	0.8	-3.3	-10.7	nt	nt	1.3	0.4
O=C(NC(=S)Nc1ccc2c(c1)C(=O)c1ccccc1C2=O)c1ccc(F)cc1	0.9%	1.6	0.6	nt	2.9	-0.2	1.9	-0.1	1.7
Cc1cc(S(=O)(=O)Nc2ccc(C(=O)NCC(c3ccccc3)N(C)C)cc2)ccc1F (configuration not stated)	-1.0%	-7.1	4.8	-16.1	-14.2	1.3	-2.5	18.1	0.8
Cc1nc(Cl)cc(CS(=O)(=O)c2ccc(Cl)cc2)n1	1.6%	-2.4	-2.0	-4.1	-13.2	2.5	-13.5	-0.9	3.9
O=C1CCCCCN1CP(=O)(O)CN1CCOCC1	0.6%	-9.0	-1.6	nt	8.1	0.0	3.5	-2.7	0.5
C=CCOc1ccc2ccccc2c1CNn1cn[nH]c1=S	0.6%	2.0	-0.1	0.2	-10.7	0.0	4.3	-8.6	1.8
COc1ccc(Br)cc1S(=O)(=O)Nc1ncn[nH]1	0.9%	-4.4	-4.4	9.1	7.8	1.4	-8.5	-1.9	3.6
CCOC(=O)c1nc(NCc2cccc(OC)c2)c2ccccc2n1	4.1%	2.8	-2.2	20.5	0.1	-0.8	1.8	4.5	4.9
C/C(=N/NC(=O)CSc1nc2ccccc2s1)c1ccncc1	-0.1%	-5.6	1.4	-6.1	3.1	-0.6	-1.9	2.2	6.2
O=C(COc1nc2ccccc2nc1N1CCOCC1)Nc1cccc(S(=O)(=O)N2CCCCC2)c1	-1.7%	-6.0	-2.3	-12.8	-0.8	-1.1	16.2	-8.1	1.3
Cc1ccccc1NC(=O)C1CC(=O)OC12CCOC(C)(C)C2 (configuration not stated)	1.9%	-6.4	7.2	-0.9	12.5	-0.6	16.8	-4.5	-0.1
CCCNC(=S)N1CCC(c2nc3cc(C)c(C)cc3[nH]2)CC1	0.4%	-15.2	-2.7	-1.7	4.6	-0.2	16.0	0.8	-2.2
Cc1cc(C)n(Cc2ccc(C(=O)NCc3ccco3)o2)n1	-0.1%	3.5	7.5	-22.3	-14.7	0.2	4.5	0.3	2.1
CO/N=C/C(=N\Nc1ccc(OC)cc1)C(=O)c1ccc(OC)cc1	0.9%	15.5	-4.5	8.7	-0.1	0.5	-2.9	-1.6	1.1
COc1ccc2c(c1)c(CC(=O)OC(C)C(=O)N(C)C)c(C)n2C(=O)c1ccc(Cl)cc1 (configuration not stated)	1.7%	-6.7	3.0	2.6	7.4	0.0	17.6	0.5	-0.9
CCN1CCN(C(=O)NCc2ccccc2)CC1	-0.2%	2.8	-3.1	-8.0	-3.4	0.0	-0.4	7.3	0.6
COc1ccc(NC(=O)NCCN2C(=O)C3C4C=CC(C4)C3C2=O)cc1 (configuration not stated)	1.1%	nt	3.1	-6.6	-3.2	nt	nt	1.7	1.3
Cc1ccc(-c2nnc(SCc3ccccc3C#N)o2)cc1	-0.6%	-3.3	-3.5	nt	-0.3	-0.2	nt	-5.7	3.7
O=C(CSc1nnnn1C1CCCC1)N1CCCCC1	-0.3%	4.7	-5.1	8.2	13.0	1.4	-4.1	3.5	0.8
O=C(Nc1c(F)cc(F)cc1Br)c1cc(-c2ccco2)on1	0.7%	-2.3	-0.6	-7.2	-6.2	0.3	-1.6	-6.6	1.0
Cc1cc(C)c2c(NC(=S)Nc3ccccc3)n[nH]c2n1	2.3%	-6.9	0.2	-18.0	0.9	-0.6	10.3	-0.2	0.9
COc1cc(Cl)ccc1OCc1cc(C(=O)NC(C)Cc2cccnc2)no1 (configuration not stated)	2.8%	4.4	7.0	-7.2	-12.1	0.1	1.1	-8.8	2.9

D1 antagonist: entries above that show a hit
mol | RXFP1 agonist | D2 potentiator | D1 potentiator | RXFP1 antag | D1 antagonist | D2 antagonist | TRHR enhancer | D1 agonist
CCN1C(=NCC(C)C)N[C@@H](c2cccc(F)c2)C(C(=O)OC)=C1C | 0.0%&0.9% | -10.9 | -2.0&-1.4 | nt | -33.2*! | -4.4 | -12.1&-2.9 | 5.5&0.6

Source: PubChem BioAssay

Not all compounds are listed; rates above refer to the full screens.
